# Compound activity (PubChem BioAssay)
# Efflux pump mplx = inhibitors of Candida efflux pumps in yeast, primary screen, S. cerevisiae, Nile Red, multiplex. inhibition, % at 10 µM. S. cerevisiae Candida pump triplex. AID 485275, 2010. 330,000 tested, 0.44% active;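 active means plate passing quality check with inhibition over a set limit, or well fluorescence over plate mean plus 4 SD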;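 further: Nile Red retained in pooled yeast measured as flow cytometry median fluorescence; 0% = buffer negative control and 100% = Enniatin B positive control; higher means more Nile Red kept so more efflux inhibition; some compounds called inactive have numbers as strong as hits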
# EBNA-1 inh = EBNA-1 DNA-binding inhibitors, primary screen, biochemical, fluorescence polarization; inhibition, % at 14.8 µM; 300,000 tested, 0.34% active; in the data active means inhibition above about 28%
# MCL1-BIM inh = inhibitors of MCL1 binding to BIM-BH3, primary screen, biochemical, fluorescence polarization; AID 2057, 2009; Induced myeloid leukemia cell differentiation protein Mcl-1 (Homo sapiens), Q07820; 320,000 tested, 0.68% active; GST-MCL1 / FITC-Bim-BH3 fluorescence polarization; inhibition, % at 10.9 µM;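 active means inhibition above the mean inhibition of all tested compounds plus 3 SD, set per campaign, cut at about 40% in these data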;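 further: 0% = DMSO wells and 100% = unlabeled Bim-BH3 peptide control; higher means more loss of mP so more displacement of Bim peptide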
# Target sequence (Q07820 whole entry, looked up): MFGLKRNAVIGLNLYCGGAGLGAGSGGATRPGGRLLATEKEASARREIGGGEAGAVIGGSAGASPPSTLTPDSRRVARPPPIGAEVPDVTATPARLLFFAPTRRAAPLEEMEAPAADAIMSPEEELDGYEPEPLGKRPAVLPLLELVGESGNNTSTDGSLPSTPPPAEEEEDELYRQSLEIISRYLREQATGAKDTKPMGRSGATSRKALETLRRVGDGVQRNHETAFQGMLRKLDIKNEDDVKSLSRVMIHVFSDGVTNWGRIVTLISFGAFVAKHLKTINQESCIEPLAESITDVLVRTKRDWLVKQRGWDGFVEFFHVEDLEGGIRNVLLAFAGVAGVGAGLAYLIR
# CR mimetic SO = reduction of superoxide in aged yeast, primary screen, HTS | superoxide response (% of plate mean), % at 10 µM | AID 2690, 2010 | 330,000 tested, 0.18% active | S. cerevisiae aged cells, superoxide DHE fluorescence; hits give low values;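 active means superoxide response under a set limit, about three screen SD below normal, cut at about 65% in these data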;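 further: yeast aged for seven days with compound at 30 °C before DHE staining; 100% = average MFI of all compound-treated wells on the plate with controls excluded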
# ZTA counter = ZTA (EBV) inhibition in EBNA-1 counter-screen; P03206; ZTA-DNA binding, fluorescence polarization; inhibition, % at 11 µM; 320,000 tested, 0.15% active; in the data active means inhibition above about 33%
# Target sequence (P03206 whole entry, looked up): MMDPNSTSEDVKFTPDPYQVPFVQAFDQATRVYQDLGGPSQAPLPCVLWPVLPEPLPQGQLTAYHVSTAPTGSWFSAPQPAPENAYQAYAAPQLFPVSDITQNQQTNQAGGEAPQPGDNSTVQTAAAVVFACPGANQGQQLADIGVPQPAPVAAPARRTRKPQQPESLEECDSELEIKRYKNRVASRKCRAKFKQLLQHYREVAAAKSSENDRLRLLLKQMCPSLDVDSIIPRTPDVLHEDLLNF
# MEX-5 binding = MEX-5 zinc finger RNA-binding disruptors – biochemical, C. elegans, fluorescence polarization, MLPCN library, primary screen. AID 1832, 2009. 300,000 tested, 0.38% active. activity score (negative = inhibition of binding), % at 10 µM. MEX-5/FITC-TCR2 RNA binding; hits give low values;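 active means inhibition past about -25% in most replicates, and total fluorescence under double the plate's negative control median, limit read from the data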;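 further: 0% = DMSO and -100% = 5 µM competing unlabeled TCR2 RNA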
# Fam108B counter = mouse Fam108B serine hydrolase inhibitors, primary screen, counter-screen for RBBP9 inhibitor project, biochemical, fluorescence polarization. recombinant Fam108B, FP-Rh probe fluorescence polarization. inhibition, % at 9.51 µM. 300,000 tested, 0.33% active. AID 1947, 2009;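 active means inhibition above the screen mean inhibition plus 3 SD, computed separately per campaign, cut at about 18% in these data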;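 further: inhibitors lower polarization as less probe binds the enzyme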
# Bcl-xL primary = inhibitors of human Bcl-xL, primary screen, biochemical, fluorescence polarization, HTS. inhibition, % at 10.9 µM. GST-Bcl-xL / FITC-Bim BH3 peptide fluorescence polarization. Bcl-2-like protein 1 (Homo sapiens), Q07817. 320,000 tested, 0.7% active. AID 2129, 2009;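 active means inhibition above the mean of all tested compounds plus 3 SD, cutoff set per campaign, cut at about 30% in these data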;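 further: 0% = DMSO wells and 100% = unlabeled Bim-BH3 peptide competitor; inhibitors lower millipolarization by displacing the labeled peptide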
# Target sequence (Q07817 whole entry, looked up): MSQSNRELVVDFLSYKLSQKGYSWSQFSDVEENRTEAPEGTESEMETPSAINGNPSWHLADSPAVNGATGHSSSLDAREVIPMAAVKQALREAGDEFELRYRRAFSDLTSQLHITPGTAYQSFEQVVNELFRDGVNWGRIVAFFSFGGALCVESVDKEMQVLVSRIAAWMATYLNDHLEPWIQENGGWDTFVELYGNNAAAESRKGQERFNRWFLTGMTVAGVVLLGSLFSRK
# GLD-1 RNA inh = GLD-1/TGE RNA complex disruptors, primary screen, biochemical, fluorescence polarization; Female germline-specific tumor suppressor gld-1 (Caenorhabditis elegans), Q17339; purified GLD-1 + fluorescein TGE RNA; inhibition, % at 5.96 µM; 320,000 tested, 0.44% active; AID 2280, 2010;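 active means percent inhibition above a per-plate cutoff, the plate mean of test compounds plus 3 SD, cut at about 30% in these data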;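 further: 0% = DMSO wells with GLD-1 and probe and 100% = wells lacking GLD-1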
# * = called active by the depositor; . = no result given.
SMILES,Efflux pump mplx,EBNA-1 inh,MCL1-BIM inh,CR mimetic SO,ZTA counter,MEX-5 binding,Fam108B counter,Bcl-xL primary,GLD-1 RNA inh
CCc1cc2c(SCC(=O)N(C)C3CCS(=O)(=O)C3)ncnc2s1 (configuration not stated),0.1,2,3,98,2,1.3,0,-2,-7
COc1ccc([C@H]2[C@H](C(=O)C(C)(C)C)N3N=Cc4ccccc4C3[C@]23N=C(c2ccccc2)OC3=O)cc1OC (some centres not stated),0.0,2,2,89,-10,.,3,3,-1
CCCC(=O)Nc1ccccc1N1CCN(C(=O)C(C)C)CC1,0.2,-15,-9,92,5,-3.3,-8,-3,-6
C=CCNC(=O)COc1ccc(S(=O)(=O)N2CCCC2)cc1,0.0,5,-3,101,7,1.1,-3,0,1
COc1ccc(OCCCC(=O)Nc2cccc(SC)c2)cc1,0.0,-15,-22,95,-11,-0.1,-1,-4,-2
COc1ccccc1/C=C/CN1CCCC(CCC(=O)NCc2ccc(F)c(F)c2)C1 (configuration not stated),0.0,-8,3,106,-1,0.7,0,5,-1
CCOC(=O)C1(Cc2cccc(Cl)c2)CCCN(C(=O)C2CC2)C1 (configuration not stated),0.0,1,-6,99,-11,3.1,4,-2,2
C(=N\Nc1ccccn1)/c1ccc(N2CCOCC2)cc1,-0.2,12,-8,96,-12,-1.1,3,-2,-3
CC(C)CCNC(=O)CN1N=C(c2ccc(Cl)cc2)CCC1=O,0.0,-8,-1,91,13,-1.3,2,3,-5
CC(/C=C/c1ccccc1)NC(N)=O (configuration not stated),-0.3,3,4,112,1,3.2,-1,5,5
CC(=O)Nc1ccc(/C=N/N2C(=O)NC(C)(c3ccc(OC(F)F)cc3)C2=O)cc1 (configuration not stated),-0.1,11,2,100,-4,-2.1,0,7,3
CCC(=O)NCCn1ccc2ccccc21,-0.1,-5,3,93,10,-2.6,-5,2,0
CCC(CC)C(=O)c1c[nH]c(C(=O)NCc2ccc(F)cc2)c1,-0.1,-8,6,97,5,3.4,-3,8,-3
O=C1COc2ccc(-c3csc(NCCc4ccccc4)n3)cc2N1,0.2,-10,3,111,-14,1.8,0,3,-2
COc1cccc(/C=C2\Oc3cc(OC(=O)N4CCOCC4)ccc3C2=O)c1,0.1,1,4,100,8,-1.4,-3,4,-4
CN1/C(=C\C(=O)c2cccs2)Sc2ccccc21,-0.1,16,16,88,15,-11,-3,11,-5
COc1cc(/C=N/NC(=O)CCc2c(C)n[nH]c2C)ccc1O,0.3,-3,2,111,-11,0.5,1,1,1
Cn1cnc2c1c(=O)n(CC(O)CO)c(=O)n2C (configuration not stated),0.0,-9,2,102,-17,1.4,4,9,-1
O=C(c1cc([N+](=O)[O-])ccc1Cl)N1CCN(c2ccccc2)CC1,-1.8,7,10,101,-1,-1.3,0,-2,-1
O=C(Cn1c(=O)n(Cc2ccc3c(c2)OCO3)c(=O)c2ccccc21)N1CCCc2ccccc21,0.1,-9,0,92,7,1.6,-14,6,-8
CCCC(=O)Nc1ccc(C(=O)N/N=C2\CC(=O)CC(C)(C)C2)cc1,-0.1,-3,0,85,2,0.4,1,4,29
CC(C)(C)NC(=O)N1CCCN(c2ccc(C(F)(F)F)cn2)CC1,-0.1,-5,6,95,-3,1.4,1,0,5
Cc1ccc2cc(C(c3nnnn3Cc3ccccc3)N3CCc4ccccc43)c(=O)[nH]c2c1C (configuration not stated),0.4,2,3,103,10,-4.8,-9,9,-3
Cc1cccnc1NC(=O)c1cccc(NC(=O)CC2SC(N3CCCCC3)=NC2=O)c1 (configuration not stated),0.1,.,0,135,-7,.,.,-3,3
COc1ccc([C@H]2CC(=O)C=C(c3cccc(CO)c3)C2)cc1OC,-0.1,.,-7,97,-12,.,.,2,1
SMILES,Efflux pump mplx,EBNA-1 inh,MCL1-BIM inh,CR mimetic SO,ZTA counter,MEX-5 binding,Fam108B counter,Bcl-xL primary,GLD-1 RNA inh
CN1CCCC(OC(=O)c2ccc(Cl)cc2)C1 (configuration not stated),0.0,5,7,91,12,3.5,-4,10,1
CC(c1ccon1)N(C)C(=O)c1ccc2nc(Cc3cccc(Cl)c3)oc2c1 (configuration not stated),0.1,-14,4,106,-16,-0.7,1,-1,-4
CCn1c(=N)n(CC(=O)C(C)(C)C)c2ccccc21,0.0,6,7,91,-6,0.2,4,0,4
Cc1c(C(=O)Nc2ccc(F)cc2)oc2ccc(S(=O)(=O)N3CCCC3)cc12,-0.1,18,2,88,17,-1.3,0,3,2
CN1CCCN(C(=O)c2ccc(Cl)cc2)CC1,0.2,-11,7,99,-5,-1.2,3,-2,3
N#CCCn1cc(/C=N/O)c(-c2ccc(Cl)cc2)n1,6.7*,-10,-5,132,-15,0.0,-5,1,2
COc1ccccc1NC(=O)c1ccc(CS(=O)(=O)c2ccc(C)cc2)cc1,-0.1,-3,1,87,-13,0.5,-3,9,6
N#CCCn1cc(CNCc2ccccc2)c(-c2cccc([N+](=O)[O-])c2)n1,-0.1,-1,12,105,-3,2.1,1,4,-2
Cc1ccc(C(=O)Nc2c(C)cc(C)c3cccnc23)cc1,-0.2,-6,-3,95,12,0.5,-8,3,2
COC(=O)c1oc2c(c1C)C1(CCC2)SCCS1,-0.1,8,13,106,-8,0.9,1,7,1
FC(F)Oc1ccc(NC(=S)NCc2nc3ccccc3[nH]2)cc1,-0.3,1,-2,94,11,3.8,1,-6,-5
CC1(C)CC(=O)C(C=Nc2ccc(C(=O)c3ccccc3)cc2N=CC2=C(O)CC(C)(C)CC2=O)=C(O)C1,-0.1,-2,80*,111,6,-4.8,4,67*,104*
COc1ccc(S(=O)(=O)N2CCCCCC2)cc1NC(=O)c1ccccc1F,-0.1,.,-15,103,-7,.,.,-6,8
CCCCNC(=O)N1CCN(c2ccccc2OC)CC1,0.2,-9,4,104,-5,1.4,3,0,5
CC(C)C(NC(=O)c1cccs1)C(=O)NC1CCCCC1 (configuration not stated),0.2,3,-4,96,4,2.8,6,0,3
CCC(C)N(C(=O)Cn1nnc2ccccc21)C(C(=O)Nc1ccc(F)cc1)c1cccc(OC)c1 (configuration not stated),-0.1,6,1,80,12,0.2,4,5,8
O=C(c1cccc([N+](=O)[O-])c1)N1CCCC(C(=O)N2CCCCCC2)C1 (configuration not stated),0.0,0,2,84,-7,-1.3,2,7,3
O=C(C1CCN(S(=O)(=O)N2CCCC2)CC1)N1CCCCC1,0.1,-3,4,114,-15,-1.7,3,3,1
COc1ccccc1CCNC(=O)Cn1ccc2cc(S(=O)(=O)N3CCC(C)CC3)ccc21,0.0,-4,2,129,-10,-3.1,-2,5,13
Cc1ccccc1NC(=S)NC(=O)C1CCCCC1,2.2,6,3,99,-2,0.9,-4,0,2
CC(C)=C1C2CCC1C1C(=O)N(CCc3ccccc3)C(=O)C21 (configuration not stated),3.4,1,-2,102,-7,-0.1,2,6,-4
N#Cc1cccc(C(c2nnnn2C2CCCC2)N2CCCCCC2)c1 (configuration not stated),-0.1,-12,7,104,-18,0.5,1,4,4
Cc1cccc(NC(=S)NNC(=O)c2ccc(O)cc2O)c1C,0.1,-14,28,87,-1,-7.7,3,4,9
C/C(=N\NC(=O)C1COc2ccccc2O1)c1ccc(Cl)s1 (configuration not stated),0.3,-3,-7,105,11,1.2,-4,-4,6
O=C(OC(C(=O)NCc1ccc(F)cc1)c1ccccc1)c1ccco1 (configuration not stated),0.3,-7,0,102,5,-0.2,0,1,-3

# Structures listed so far that contain an NH in an aromatic ring, in the order listed:
SMILES,Efflux pump mplx,EBNA-1 inh,MCL1-BIM inh,CR mimetic SO,ZTA counter,MEX-5 binding,Fam108B counter,Bcl-xL primary,GLD-1 RNA inh
CCC(CC)C(=O)c1c[nH]c(C(=O)NCc2ccc(F)cc2)c1,-0.1,-8,6,97,5,3.4,-3,8,-3
COc1cc(/C=N/NC(=O)CCc2c(C)n[nH]c2C)ccc1O,0.3,-3,2,111,-11,0.5,1,1,1
Cc1ccc2cc(C(c3nnnn3Cc3ccccc3)N3CCc4ccccc43)c(=O)[nH]c2c1C (configuration not stated),0.4,2,3,103,10,-4.8,-9,9,-3
FC(F)Oc1ccc(NC(=S)NCc2nc3ccccc3[nH]2)cc1,-0.3,1,-2,94,11,3.8,1,-6,-5

# (further entries)
SMILES,Efflux pump mplx,EBNA-1 inh,MCL1-BIM inh,CR mimetic SO,ZTA counter,MEX-5 binding,Fam108B counter,Bcl-xL primary,GLD-1 RNA inh
COc1ccccc1C1CC(c2ccc(NS(C)(=O)=O)cc2)=NN1C(=O)c1ccccc1 (configuration not stated),-0.1,2,-2,118,4,0.6,3,-4,4
O=C(c1cccc(N2C(=O)c3ccccc3C2=O)c1)N1CCCC(C(F)(F)F)C1 (configuration not stated),0.1,-1,-6,102,-2,-0.8,-1,-4,-1
CCOC(=O)C1=C(COC(=O)/C=C/c2ccccc2Cl)NC(=O)NC1C (configuration not stated),-0.1,-6,-4,105,-4,0.4,1,0,-1
COc1ccc(NC(=O)c2sc3nc(-c4cccnc4)ccc3c2N)cc1,0.0,3,112*,99,12,-55*,2,108*,69*
Cc1cccc(NC(=O)COC(=O)c2ccccc2SCC(=O)N2CCCC2)c1,-4.8,0,8,97,25,-0.3,-2,8,7
COc1ccc(OC)c(-c2nc(CN3CCCCC3c3cccnc3)c(C)o2)c1 (configuration not stated),0.0,-15,2,105,-1,1.1,-1,6,4
O=C(CC1C(=O)NCCN1Cc1ccccc1C(F)(F)F)NC1CCCC1 (configuration not stated),0.1,4,23,100,-6,-3.0,2,12,5
O=C(O)c1cc(NS(=O)(=O)c2ccc(NCc3ccccc3)c([N+](=O)[O-])c2)cc(C(=O)O)c1,0.0,-5,-4,105,-15,0.1,2,1,-1
Cn1c(=O)[nH]c(=O)c2c1nc(NCc1ccccc1)n2CCCc1ccccc1,-0.1,-1,1,99,11,1.0,1,4,-4
CC(=O)n1nc(-c2cccnc2)nc1NCc1cccs1,-0.1,-3,1,93,-1,-1.0,6,-3,1
Cc1ccc(NS(=O)(=O)c2cc(C(=O)Nc3cccc(N(C)S(C)(=O)=O)c3)ccc2C)c(C)c1,-0.5,2,7,97,13,-1.1,-16,2,2
N#CC1=C(N)Oc2n[nH]c(-c3cccs3)c2C1c1ccsc1 (configuration not stated),0.0,6,9,87,10,-4.2,4,12,4
O=c1cc(Cc2ccccc2)[nH]c(=S)[nH]1,-0.1,6,8,90,-8,-1.4,2,14,-5
O=C(c1cc(Cl)nc2ccccc12)N1CCN(S(=O)(=O)c2cccc(C(F)(F)F)c2)CC1,0.1,-14,-2,101,-4,-2.1,0,4,9
CCC(=O)NC1(C(F)(F)F)C(=O)Nc2c1c(=O)[nH]c(=O)n2Cc1ccco1 (configuration not stated),0.0,-2,-1,101,0,-1.2,-2,3,7
CCCn1c(SCC(=O)N2CCN(c3ccccc3)CC2)nc2ccccc2c1=O,-0.1,-11,2,115,-6,-3.5,-1,-2,10
OCCCCNCc1cc(Br)ccc1OCc1ccccc1,0.0,10,3,99,2,1.1,3,3,1
COc1ccccc1NC(=O)COC(=O)c1ccccc1SCC(=O)N1CCCC1,0.1,-15,3,125,-8,-1.7,-1,3,5
COc1ccc(Cc2nc3ccc(S(N)(=O)=O)cc3[nH]2)cc1OC,0.1,-7,-2,97,4,-0.7,6,6,2
Cc1c(C)c2ccc(OCc3ccc(C(=O)O)o3)c(C)c2oc1=O,0.1,1,6,120,18,0.9,1,8,-5
